Rad51 HR inh: human RAD51 strand exchange inhibitors, primary screen, biochemical, fluorescence. DNA repair protein RAD51 homolog 1 (Homo sapiens), Q06609. hRad51 DNA strand exchange, fluorescence dequenching. inhibition, % at 10 µM. 200,000 compounds, 0.085% hits;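 active means inhibition above 40% at the single screening dose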;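 further: 0% = DMSO control wells and 100% = blanks with heterologous ssDNA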
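System: hRad51 filaments on single-stranded DNA; reagent: Fluorescein- and BHQ1-tagged 47-mer duplex; compound dosing: one concentration, 10 µM final; timing: filaments 15 min 37 °C, then compound 30 min; measured by: fluorescein emission 520 nm, excitation 485 nm; benchmarks: per-plate controls and blanks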
PERK inh: block of dimerizer-induced PERK translation repression, primary screen, PERK inhibitor project, CHO PERK-DD cells, SEAP luminescence, HTS; Eukaryotic translation initiation factor 2-alpha kinase 3 (Homo sapiens), Q9NZJ5; CHO PERK-DD fusion, SEAP luminescence translation reporter; inhibition, % at 5.6 µM; 220,000 compounds, 0.17% hits;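 active means inhibition above the mean inhibition of all tested compounds plus 3 SD, set separately per screening campaign, cut at about 2.9% in these data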;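 further: PERK kinase domain activated by AP20187 dimerizer at 100 nM; 0% = DMSO with dimerizer and 100% = rapamycin at 8.4 µM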
FXIIa inh: human FXIIa protease inhibitors, primary screen, biochemical, 1536-well; purified FXIIa, Boc-QGR-AMC fluorogenic substrate, 2 h; AID 800, 2007; Coagulation factor XII (Homo sapiens), P00748; inhibition, % at 5 µM; 220,000 compounds, 0.3% hits; in the data active means inhibition above about 40%;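 further: 0% = enzyme with no compound and 100% = blank without enzyme; many of its hits are not listed in these tables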
thrombin 1536: human alpha-thrombin inhibitors, primary screen, counter-screen for coagulation protease inhibitor project, biochemical, 1536-well, fluorogenic AMC substrate. Boc-VPR-AMC fluorogenic substrate cleavage. inhibition, % at 5 µM. 220,000 compounds, 0.26% hits;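 active means inhibition at or above 40%; inactive means inhibition below 40%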;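 further: 0% = enzyme with no compound and 100% = wells without enzyme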
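signal = AMC fluorescence, 355/460 nm | material = human alpha-thrombin enzyme | control set = enzyme without compound as high, wells lacking enzyme as low | times = reaction at room temperature | read-out basis = percent inhibition scaled between no-compound controls and no-enzyme blanks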
Furin inhibitor: human furin inhibitors, primary screen, biochemical, fluorescence intensity | P09958 | purified furin, fluorogenic substrate cleavage | inhibition, % at 30 µM | 220,000 compounds, 0.061% hits; in the data active means inhibition above about 25%; further: inactives centre near -15
Target sequence (P09958 108-714 limits assumed): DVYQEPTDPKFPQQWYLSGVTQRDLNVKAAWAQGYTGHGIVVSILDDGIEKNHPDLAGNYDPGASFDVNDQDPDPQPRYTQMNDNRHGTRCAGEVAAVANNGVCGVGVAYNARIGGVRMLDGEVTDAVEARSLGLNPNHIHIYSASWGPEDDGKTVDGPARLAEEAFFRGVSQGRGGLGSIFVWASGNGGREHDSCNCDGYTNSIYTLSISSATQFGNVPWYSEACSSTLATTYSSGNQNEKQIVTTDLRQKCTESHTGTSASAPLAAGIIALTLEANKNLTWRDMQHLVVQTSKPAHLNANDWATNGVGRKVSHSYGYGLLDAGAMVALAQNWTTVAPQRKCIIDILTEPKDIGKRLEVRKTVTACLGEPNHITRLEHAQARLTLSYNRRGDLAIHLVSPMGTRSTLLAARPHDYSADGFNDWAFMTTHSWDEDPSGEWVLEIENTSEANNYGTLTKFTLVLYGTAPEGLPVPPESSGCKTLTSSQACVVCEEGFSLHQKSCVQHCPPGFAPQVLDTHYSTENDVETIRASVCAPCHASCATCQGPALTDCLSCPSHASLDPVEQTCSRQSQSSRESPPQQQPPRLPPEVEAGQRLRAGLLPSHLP
FXIa inh 1536: human FXIa protease inhibitors, primary screen, biochemical, 1536-well; 220,000 compounds, 0.14% hits; inhibition, % at 5 µM; purified FXIa, Boc-Glu-Ala-Arg-AMC fluorogenic substrate;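 active means inhibition of at least 40%; inactive means inhibition below 40%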;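 further: fluorescence of freed AMC excited at 355 nm; 0% = enzyme without compound and 100% = no enzyme blank; many of its hits are not listed in these tables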
Cl transport mod: KCC2 cotransporter modulators, thallium flux, primary screen, cell-based, HEK293 KCC2, FluoZin-2 fluorescence, MLSMR; Solute carrier family 12 member 5 (Homo sapiens), Q9H2X9; B-score of Tl+ flux slope (higher = more flux/activation; lower = inhibition) at 10 µM; 190,000 compounds, 2.2% hits; KCC2 cells, thallium flux FluoZin-2 fluorescence;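 active means thallium flux slope and its plate-corrected score both differing from the plate sample mean at a set confidence after two filtering rounds, in either direction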;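 further: slope of fluorescence scaled to starting intensity during 10 to 20 s after thallium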
KLK5 inh: human KLK5 protease inhibitors, primary screen, biochemical, 1536-well; Kallikrein-5 (Homo sapiens), Q9Y337; recombinant hK5, fluorogenic AMC substrate cleavage; inhibition, % at 5 µM; 210,000 compounds, 0.59% hits; AID 873, 2007;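 active means inhibition of 40% or more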;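 further: 0% = enzyme controls without compound and 100% = no-enzyme blanks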
Target sequence (Q9Y337 67-293 limits assumed): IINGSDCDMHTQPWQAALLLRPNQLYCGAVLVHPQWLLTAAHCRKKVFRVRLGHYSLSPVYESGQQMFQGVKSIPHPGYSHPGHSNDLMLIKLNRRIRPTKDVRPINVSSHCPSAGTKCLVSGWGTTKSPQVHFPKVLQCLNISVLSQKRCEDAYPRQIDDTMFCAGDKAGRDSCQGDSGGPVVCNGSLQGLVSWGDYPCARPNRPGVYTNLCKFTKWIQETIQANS
Calpain2 inh: inhibitors of pig calpain II, primary screen, biochemical, fluorogenic peptide substrate, 1536-well; purified calpain II, 30 min; inhibition, % at 16 µM; 220,000 compounds, 0.37% hits; AID 1236, 2008;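 active means inhibition above about 50%, limit read from the data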
* marks the source's active call; other numbers are inactive results; x = not tested or not shown; [ ] = remark or other dose. Only part of the results is shown; count on the stated rates, not on these rows.

Sequence of screens: Rad51 HR inh	PERK inh	FXIIa inh	thrombin 1536	Furin inhibitor	FXIa inh 1536	Cl transport mod	KLK5 inh	Calpain2 inh
- CCOC(=O)C1=C(C)NC(C)=C(C(=O)OCC)C1c1nc2ccccc2[nH]1
  2	0.2	x	x	-10[20 µM]	x	0.39	x	x
- C#CCOCCOCCOCCNc1nc(N2CCN(C(=O)[C@H](CCCCN)n3cc(C(N)CO)nn3)CC2)nc(N2CCN(C(=O)[C@H](CCC(=O)O)n3cc(C(N)[C@H](C)CC)nn3)CC2)n1 (stereo partly drawn)
  x	2.2	15	4	-30	2	-0.31	6	-8
- CC(/C=N/NC(=O)Cc1cccn1C)=C\c1ccco1
  4	2.3	23	-8	-7[20 µM]	5	x	-9	-55
- COc1ccccc1N1CCN(C(=O)C2CCN(S(=O)(=O)c3ccc(Cl)cc3)CC2)CC1
  -7	-1.9	-4	-7	-3	-7	0.093	-1	-30
- Cc1ccc(C2CC(c3cccc(NS(C)(=O)=O)c3)=NN2S(C)(=O)=O)cc1 (stereo not drawn)
  34	0.6	3	-3	-4	-4	-0.77	-9	5
- CCOc1ccccc1/C=C(/NC(=O)c1ccccc1)C(=O)NCC(=O)O
  -2	0.4	2	11	-13	16	0.27	47*	36
- O=C(NCCN1CCCC1)c1ccccc1Cl
  -3	-0.1	-2	-9	-17	-5	1	-3	-23
- Cc1nnc(SCC(=O)Nc2ncc3c(n2)CC(c2ccccc2)CC3=O)s1 (stereo not drawn)
  2	1.9	3	-7	-20[20 µM]	3	-2.4	-23	-37
- Cc1ccc(S(=O)(=O)N2CCN(CC(=O)N/N=C/C=C/c3ccccc3)CC2)cc1
  x	-0.8	2	-9	-21	-3	1.9	-28	-15
- COC(=O)C(CC(C)C)NC(=O)c1ccc([N+](=O)[O-])cc1 (stereo not drawn)
  2	1.2	20	3	-11[20 µM]	7	0.82	8	-9
- COc1ccc(C(=O)NCC(=O)OCc2ccccc2F)cc1
  15	2.4	-7	5	-21	-7	-0.05	-20	5
- CC1(C(=O)Oc2ccccc2)Cc2ccccc2C(=O)O1 (stereo not drawn)
  34	0.6	6	8	-15	-2	-1.4	-7	6
- Cc1cc(/C=C2\C(=N)N3N=C(C(C)C)SC3=NC2=O)c(C)n1-c1ccccc1
  4	1.3	3	-9	-21	-3	0.62	-4	-271
- CC(C)C(NC(N)=O)C(=O)NC1CCCCC1 (stereo not drawn)
  -5	0.4	10	-4	-16	13	0.79	0	6
- c1ccc(OCc2nnc3n2CCCCC3)cc1
  x	-0.5	0	-17	-10	-3	1.3	-3	15
- C[C@@H]1C[C@H]2[C@@H]3CCC4=CC(=O)C=C[C@]4(C)[C@@]3(F)[C@@H](O)C[C@]2(C)[C@H]1C(=O)CO
  -6	0.7	9	2	-17	3	-0.11	-11	17
- O=C(OCc1ccccc1Cl)c1ccccc1C(=O)c1ccccc1
  -5	0.3	10	0	-2	-2	x	4	12
- O=C(NC1CCCc2ccccc21)C(Cc1ccccc1)NS(=O)(=O)c1cccs1 (stereo not drawn)
  11	-0.5	10	-6	-19	7	-0.7	-10	-3
- CCc1ccc(-c2nc(C(N)=O)c3[nH]c(=O)n(-c4ccccc4OC)c3n2)cc1
  -3	1.2	2	-2	-30	-3	-0.6	0	-22
- Cc1cc(C(=O)OCC(=O)c2c(N)n(C)c(=O)n(C)c2=O)c(C)o1
  -15	-0.6	12	0	-34	-1	0.65	12	32
- CCn1cc(C(=O)N2CCc3ccccc32)c(=O)c2cc(S(=O)(=O)N3CCOCC3)ccc21
  x	0.4	11	-13	-8	-2	1.8	-12	-18
- COc1cc(CC(=O)Nc2ccc3nc(SC)sc3c2)cc(OC)c1OC
  -2	1.0	11	2	-30	1	0.039	0	-3
- O=C(NNC1=Nc2ccccc2SC1)c1cccc([N+](=O)[O-])c1
  -3	-0.7	4	2	-10	-9	3.4	-20	6
- O=C(NCCc1ccc(Cl)cc1)C1CCC(=O)N1Cc1ccc(F)cc1 (stereo not drawn)
  3	-1.4	-2	-8	-33	-9	-1.1	18	6
- Cc1cc(C)c(C)c(C(=O)c2ccccc2C(=O)O)c1C
  -164	-0.2	10	-4	-21	-1	x	0	-25
- COCC(C)NC(=O)/C(=C/c1ccccc1)c1ccccc1 (stereo not drawn)
  -1	0.5	6	-7	-30	2	0.8	-1	-11
- Cc1ccc2c(c1)c1c(n2CC(O)CNC(C)(C)C)CCCC1 (stereo not drawn)
  -7	0.1	9	-2	-17	4	0.5	-21	-42
- COc1cccc(CC(NC(C)=O)C(=O)NC2CCN(c3nc(C)cc(C)c3C#N)CC2)c1 (stereo not drawn)
  -3	-0.5	9	-3	-24	5	x	-22	-142
- Cc1cccc(C(=O)O/N=C(\c2ccccc2)c2cccnc2)c1
  2	0.8	4	-4	-31	1	-1	-10	4
- CC(=O)c1cccc(NC(=O)CCNS(=O)(=O)c2cccc(C(C)=O)c2)c1
  -2	-0.3	-5	-1	-5	0	x	-17	-39
- CCOc1ccc2nc(NC(=O)c3ccc(S(=O)(=O)N4CCOCC4)cc3)sc2c1
  x	1.6	19	-2	-29	-1	0.7	-79	-152
- CC(C)(C)NS(=O)(=O)c1ccc(CCC(=O)N2CCOCC2)cc1
  -6	1.0	1	-1	-10[20 µM]	-3	1.6	2	15
- O=C1CCN(C(=O)CSc2ccc(Cl)cc2)N1
  2	0.3	-4	-15	-19	-3	0.33	-7	23
- COc1ccc(C(=O)Nc2ccc(N3CCN(C(=O)c4ccccc4)CC3)cc2)cc1[N+](=O)[O-]
  -2	-1.1	9	1	-12	2	-0.99	6	-5
- CCn1c(C(C)NC(=O)c2ccc(OC)c(OC)c2)nc2ccccc21 (stereo not drawn)
  4	-0.9	-1	2	-9	1	x	-15	7
- COc1ccc(/C=C/C(O)=C2/C(=O)NC3(C)CC2c2ccccc2O3)c(OC)c1OC (stereo not drawn)
  -11	0.6	3	-12	-28	1	-0.027	6	-72
- CCN1CCCC(OC(=O)Nc2ccccc2)C1 (stereo not drawn)
  -1	0.5	13	-1	-13	5	-0.03	-4	-14
- CCCCNC(=O)c1onc(CSc2ccc(F)c(F)c2)c1C(=O)O
  1	1.5	13	0	-21[20 µM]	-18	0.43	8	-22
- Cc1ccsc1/C=N\NC(=O)Cn1nnc2ccccc21
  -3	0.4	6	-12	-14	-1	-0.56	-10	22
- CCOC(=O)N1CCC(N(CCN(C)C)C(=S)Nc2cc(Cl)cc(Cl)c2)CC1
  14	0.0	5	5	-23	-2	0.16	1	-38
- O=[N+]([O-])c1c(Nc2ccc(O)cc2)cc(N2CCOCC2)c2nonc12
  7	1.2	22	0	-5	23	-0.69	1	0
- ClCc1nnc(-c2cc3c(s2)CCCC3)o1
  2	0.1	-1	-1	-17	-7	0.8	-20	-12
- O=S(=O)(Nc1ccc(-n2cccc2)cc1)c1ccccc1
  2	1.4	19	-3	-18[20 µM]	14	x	-23	34
- Cc1cc(=O)oc(C)c1C(=O)NCCc1ccccc1
  0	1.3	1	3	-15	-2	0.0049	-1	0
- C=CCn1c(-c2ccc(OC)c(OC)c2)cs/c1=N\c1ccccn1
  -3	0.0	11	2	-9[20 µM]	5	1.2	-21	12
- COC(=O)c1c(C)[nH]c(C)c1C(C)=O
  15	2.6	5	-4	-11	1	0.32	-6	-1
- CC(=O)N(CN1C(=O)c2ccccc2C1=O)c1ccc2c(c1)oc1ccccc12
  -3	1.3	19	-4	-16	8	-1	-8	-35
- COc1ccccc1CNc1nc2ccccc2n1CCN1CCCCC1
  -35	-0.9	30	6	-33	11	x	-7	-11
- CC(NS(=O)(=O)c1cccc(Cl)c1)C(=O)Nc1ccc(-c2nc3ccccc3s2)cc1 (stereo not drawn)
  -4	-0.1	7	-1	-19[20 µM]	1	0.63	-21	-12
- O=C(O)Cc1ccc(-c2ccccc2)cc1
  2	0.9	11	x	-19	4	0.77	-4	4
- CCOc1ccc(CN2CCN(Cc3cnc(-c4ccccc4)s3)CC2CCO)cc1 (stereo not drawn)
  13	-1.9	4	-5	-17	-7	0.18	-15	-12
- CCCNC(=O)c1ccc2c(c1)ncn2-c1ccccc1OC
  1	0.1	-2	-8	-20	-7	-0.012	1	-30
- O=C(O)C1CCC(Cn2c(SCc3cc(=O)n4cc(Br)ccc4n3)nc3ccsc3c2=O)CC1 (stereo not drawn)
  6	-0.4	14	2	-6	11	-2.1	9	-28
- CN(C)CCNC(=O)c1cccc(NS(=O)(=O)c2ccc(Cl)c(Cl)c2)c1
  -8	1.3	11	x	-35	4	0.29	2	-1
- COc1ccc(NC(=O)C(Cc2ccccc2)NC(=O)c2ccco2)cc1OC (stereo not drawn)
  4	-0.8	11	2	-18[20 µM]	-3	-0.057	-6	-4
- CCOC(=O)c1cc2c(C)nn(-c3ccccc3)c2s1
  5	-0.2	9	-2	-16[20 µM]	4	0.4	-8	-27
- CC(C)CCNC(=O)CCCOc1ccccc1
  -4	-0.1	-14	1	-9[20 µM]	-4	-0.17	4	23
- Cc1ccc(-c2cc3ccccc3nc2N2CCCC2)cc1
  2	1.2	8	-18	-26[20 µM]	-5	x	-19	-53
- COCCCNCCCCOc1ccc(C)cc1[N+](=O)[O-]
  -8	-0.1	12	-7	-11	3	0.047	-16	-4
- CCOCc1nnc(NC(=O)c2ccc(NC(C)=O)cc2)s1
  7	1.3	8	2	-9	-1	x	13	-12

Carrying on:
Sequence of screens: Rad51 HR inh	PERK inh	FXIIa inh	thrombin 1536	Furin inhibitor	FXIa inh 1536	Cl transport mod	KLK5 inh	Calpain2 inh
- O=C(O)c1ccc(/C=N/Nc2nc3ccccc3[nH]2)cc1
  3	0.4	5	9	-10	8	-0.14	-6	30
- Cn1c2ccc(F)cc2c2nnc(NN)nc21
  11	-0.1	11	-2	-20	1	-1.5	4	-16
- CC1(C)COC2(OC1)C(=O)Nc1ccccc12
  6	0.8	6	1	-27	-3	0.25	-7	-20
- CC(=O)C1=C(C)NC(=O)NC1c1cc(Br)ccc1OCC(N)=O (stereo not drawn)
  -7	0.9	1	1	-11[20 µM]	1	-0.14	-12	-52
- CCNC(=S)N1CC(C)OC(C)C1 (stereo not drawn)
  -1	-0.1	14	0	-11	2	-0.018	-11	8
- Cc1nn(-c2ccccc2)c(Cl)c1C(=O)Nc1nnc(C2CCCCC2)s1
  11	-1.1	6	-5	-4[20 µM]	-3	0.64	-1	-17

Three compounds already listed, ordered by number of heavy atoms, highest first:
Sequence of screens: Rad51 HR inh	PERK inh	FXIIa inh	thrombin 1536	Furin inhibitor	FXIa inh 1536	Cl transport mod	KLK5 inh	Calpain2 inh
- Cc1nn(-c2ccccc2)c(Cl)c1C(=O)Nc1nnc(C2CCCCC2)s1
  11	-1.1	6	-5	-4[20 µM]	-3	0.64	-1	-17
- CC1(C)COC2(OC1)C(=O)Nc1ccccc12
  6	0.8	6	1	-27	-3	0.25	-7	-20
- CCNC(=S)N1CC(C)OC(C)C1 (stereo not drawn)
  -1	-0.1	14	0	-11	2	-0.018	-11	8

High-throughput results (PubChem)
